# SRC3 TRFRET art = flags TR-FRET format artefacts in PPARgamma SRC-3 recruitment agonist screen | TR-FRET artefact counter-screen, PPARgamma/SRC-3 format; active compounds read high | TR-FRET ratio at 8 µM | actives 0.39% (n = 99,000) | AID 1048; in the data active = TR-FRET ratio above about 2000; also: inactives centre near 1600; reference of the scale not given here
# SRC1 TRFRET art = flags TR-FRET format artefacts in PPARgamma SRC-1 recruitment agonist screen; TR-FRET detection artefact counter-screen, emission ratio; active compounds read high; TR-FRET ratio at 8 µM; actives 0.34% (n = 99,000); AID 1051; in the data active = TR-FRET ratio above about 2300; also: inactives centre near 1800; reference of the scale not given here
# * hit, by the source's call.
SMILES,SRC3 TRFRET art,SRC1 TRFRET art
O=C(NC1C/C(=N/O)c2cc3c(cc21)OCO3)C(F)(F)F (centres undefined),1628,1845
COC(=O)c1cc(NC(=S)NCc2ccc(Cl)cc2)cc(C(=O)OC)c1,1452,1752
OCC1(CCc2ccccc2)CCN(Cc2cccn2-c2cccnc2)CC1,1385,1777
Cc1ccc(S(=O)(=O)N(C)CCCC(=O)Nc2cc(C)ccc2C)cc1,1563,1842
COc1ccc(-c2cc(C(F)(F)F)nc(S(=O)(=O)CCCC(=O)Nc3cccnc3Cl)n2)cc1OC,1409,1664
CCCCNC(=O)CSc1nc2ccc(NC(=O)CSc3nnc(N)s3)cc2s1,1635,2116
O=C(O)CCC(=O)NNC(=O)c1cccs1,1638,1830
C[n+]1ccccc1C1CCCC/C1=N\Nc1ccc([N+](=O)[O-])cc1[N+](=O)[O-] (centres undefined),1542,1781
CCCn1nnnc1SCC(=O)N(C(C)C)C(C)C,1617,1737
Cc1cccn2cc(-c3cc4ccccc4oc3=O)nc12,1351,1569
O=C(Cn1nnc(-c2ccccc2)n1)N/N=C/c1cc([N+](=O)[O-])c(Cl)cc1Cl,1688,1810
Cc1cc(C(=O)CCl)c(C)n1Cc1ccco1,1748,1687
Cc1ccc(N2C(=O)[C@@H]3[C@H](C2=O)[C@H]2C=C(C(=O)c4ccccc4)C=CN2[C@@H]3C(=O)c2ccc(Cl)cc2)cc1,1859,1872
S=c1[nH]c(-c2ccccc2)cn1/N=C/c1ccc(Br)cc1,1662,1927
O=C(Nc1nc(-c2cccc3ccccc23)cs1)c1cnccn1,1616,1909
CCOC(=O)c1c(-c2ccc(F)cc2)csc1NC(=O)C1CCCO1 (centres undefined),1686,1892
COc1ccc(Nc2nc(C(F)(F)F)nc(C)c2C#N)cc1,1464,1791
Cc1ccc(S(=O)(=O)N2CCN(C(=O)CSc3nc(N)cc(=O)[nH]3)CC2)c(C)c1,1578,1608
C=CCc1cccc(/C=N/NC(=O)CNc2cccc3ccccc23)c1O,1694,1873
CC1(C)CCCN(C(=O)c2ccc3c(c2NCCO)C(=O)c2ccccc2C3=O)C1,1760,1705
COc1ccc([N+](=O)[O-])cc1N(CC1CO1)S(=O)(=O)c1ccc(C)cc1 (centres undefined),1347,1849
O=C(C[n+]1ccc(CCSc2ccc(F)cc2)cc1)c1ccccc1,1597,1937
CCOc1cc2[nH]c(=S)n(Cc3ccc(C)o3)c(=O)c2cc1OCC,1444,1653
COc1cc(C(=O)Nc2nc(-c3ccc(F)cc3)cs2)ccc1OCC(=O)N1CCOCC1,1689,1965
Clc1ccc(N=c2ssnc2Cl)nc1,1718,1748
CCN1C(=O)/C(=C/c2ccc(N3CCCC3)cc2)NC1=S,1614,1802
O=C(/C(=C/c1ccccc1)n1cncn1)c1ccc(Cl)cc1Cl,1578,1716
Cc1ccc(NC(=O)c2cc([N+](=O)[O-])ccc2N2CCCC2)cc1,1515,1898
CCOC(=O)CCC(NC(=O)CCC(=O)NC(CCC(=O)OCC)C(=O)OCC)C(=O)OCC (centres undefined),1748,1905
C=CCNC(=O)c1ccc(C2SCC(=O)N2Cc2ccco2)cc1 (centres undefined),1642,1776
C=CCn1c(SCC(=O)NC(=O)c2cccc([N+](=O)[O-])c2)nnc1-c1ccccc1,1563,1792
COC(=O)c1ccc(CSc2nnc(-c3c[nH]c4ccccc34)n2-c2ccccc2)cc1,1662,1715
CC(=O)N1CCC[C@H]1C(=O)O,1505,1735
COc1ccc(N(C)S(=O)(=O)c2cccc(C(=O)NCC3CCCCC3)c2)cc1,1819,1829
Cc1ccc(C)c(NC(=S)N2CCCCC2CO)c1 (centres undefined),1501,1587
COc1ccc(C(C)(C)C)cc1NC(=O)CCCn1c(=O)oc2ccccc21,1467,1367

# A second format for some results above.
smiles	SRC3 TRFRET art	SRC1 TRFRET art
C=CCc1cccc(/C=N/NC(=O)CNc2cccc3ccccc23)c1O	1694	1873
CC1(C)CCCN(C(=O)c2ccc3c(c2NCCO)C(=O)c2ccccc2C3=O)C1	1760	1705
COc1ccc([N+](=O)[O-])cc1N(CC1CO1)S(=O)(=O)c1ccc(C)cc1 (centres undefined)	1347	1849
O=C(C[n+]1ccc(CCSc2ccc(F)cc2)cc1)c1ccccc1	1597	1937
CCOc1cc2[nH]c(=S)n(Cc3ccc(C)o3)c(=O)c2cc1OCC	1444	1653
COc1cc(C(=O)Nc2nc(-c3ccc(F)cc3)cs2)ccc1OCC(=O)N1CCOCC1	1689	1965
Clc1ccc(N=c2ssnc2Cl)nc1	1718	1748
CCN1C(=O)/C(=C/c2ccc(N3CCCC3)cc2)NC1=S	1614	1802
O=C(/C(=C/c1ccccc1)n1cncn1)c1ccc(Cl)cc1Cl	1578	1716
Cc1ccc(NC(=O)c2cc([N+](=O)[O-])ccc2N2CCCC2)cc1	1515	1898
CCOC(=O)CCC(NC(=O)CCC(=O)NC(CCC(=O)OCC)C(=O)OCC)C(=O)OCC (centres undefined)	1748	1905
C=CCNC(=O)c1ccc(C2SCC(=O)N2Cc2ccco2)cc1 (centres undefined)	1642	1776
C=CCn1c(SCC(=O)NC(=O)c2cccc([N+](=O)[O-])c2)nnc1-c1ccccc1	1563	1792
COC(=O)c1ccc(CSc2nnc(-c3c[nH]c4ccccc34)n2-c2ccccc2)cc1	1662	1715
CC(=O)N1CCC[C@H]1C(=O)O	1505	1735
COc1ccc(N(C)S(=O)(=O)c2cccc(C(=O)NCC3CCCCC3)c2)cc1	1819	1829

# Other records follow:
SMILES,SRC3 TRFRET art,SRC1 TRFRET art
CO/N=C/C(C#N)=C/c1cc(C(=O)c2ccc(F)cc2)cn1C,1684,1678
Cc1ccc(SCC(=O)c2c(C)nc3ccccn23)cc1,1584,1787
COc1ccccc1C(=O)NNC(=S)Nc1ccccc1,1750,1762
N/C(=N\OC(=O)c1cccc2ccccc12)c1cccnc1,1622,1708
CC(CCc1ccccc1)NC(=O)CN1CCN(c2ccc(O)cc2)CC1 (centres undefined),1633,1565
NC(Cc1c[nH]c2ccccc12)C(=O)NCc1ccco1 (centres undefined),1529,1746
COc1ccccc1/C=C/C(=O)OCC(=O)NCc1ccco1,1735,1699
CC1C=CCC2C(=O)N(c3cc(Cl)ccc3O)C(=O)C12 (centres undefined),1509,1767
CCOc1ccc(NC(=O)CSc2nnc(Cn3cnc([N+](=O)[O-])n3)n2C)cc1,1493,1666
COc1ccccc1/C=N/OC(=O)c1ccc(C)cc1,1477,1869
CCC(C)(C)NC(=O)c1cccc(NC(=O)C(C)C)c1,1744,1835
CCOc1ncccc1C(=O)NCCN1C(=O)S/C(=C/c2cccs2)C1=O,1610,1680
O=c1c2ccccc2nnn1CSc1nnc(-c2ccco2)o1,1579,1638
O=[N+]([O-])c1ccc(-c2csc(N3CCc4ccccc4C3)n2)cc1,1547,1766
C/C(=N\NC(=O)COc1ccccc1-c1ccccc1)c1cccnc1,1571,1779
COCC(=O)NC1CCN(CC(=O)Nc2ccccc2[N+](=O)[O-])CC1,1450,1540
O=C(N/N=C/c1cnc2ccccc2n1)c1cccc(F)c1,1524,1888
O=C(Nc1cccc2ccccc12)c1ccc([N+](=O)[O-])s1,1710,1938
Cc1ccn2c(C(=O)N/N=C\c3ccc4c(c3)OCO4)c(C)nc2c1,1648,1520
COC(=O)c1ccc(OC(=O)c2ccccn2)cc1,1500,1751
Cc1nnsc1Sc1ccccc1C(=O)O,1429,1664
Cc1ccccc1C(=O)OCn1nnc2ccccc2c1=O,1695,1868
NC(N)=Nc1nc(CSCC/C(N)=N/S(N)(=O)=O)cs1,1747,1933
Cc1ccc(N(C)S(=O)(=O)c2cccc(C(=O)Oc3ccc4c(C)cc(=O)oc4c3)c2)cc1,1639,1371
CCCn1nc(C(=O)OCn2nnc3ccccc3c2=O)c2ccccc2c1=O,1556,1758
CCc1ccc(Sc2cc(C(=O)NCCN3CCOCC3)c3ccccc3n2)cc1,1568,1682
Cc1cc(Nc2cc(F)ccc2C)n2nc(C)nc2n1,1391,1640
CC(C)CN(CCNC(=O)CN1C(=O)CSc2ccc(S(=O)(=O)N3CCOCC3)cc21)CC(C)C,1519,1906
COc1cc(/C=N/n2cnnc2)ccc1OS(=O)(=O)c1ccccc1[N+](=O)[O-],1578,1811
CCn1c(C(=O)N2CCC(C(=O)NCc3ccc4c(c3)OCO4)CC2)cc2sccc21,1701,1932
Cc1ccsc1/C=N/NC(=O)c1ccc2nc[nH]c2c1,1547,1460
O=[N+]([O-])c1ccc(NCc2ccccc2)nc1,1624,1683
Cc1ccc(C(=O)NC(=S)Nc2ccc3[nH]c(=O)[nH]c3c2)cc1,1649,1753
O=C(COc1ccccc1)Nc1ccc2c(c1)C(=O)N(CC1CCCO1)C2=O (centres undefined),1444,1764
COc1ccccc1CNC(=O)COC(=O)c1ccc(Cl)c(N)c1,1884,1959
COc1ccc2[nH]cc(CC(=O)O)c2c1,1510,1868
O=c1cc(CN2CCC(Cc3ccccc3)CC2)nc2sccn12,1909,1798
CC(=O)N=c1n(C)c2ccccc2n1CCOc1ccccc1,1559,1689
Cc1cc(N)ccc1-n1c(C)ccc1C,1673,2052
O=c1cnnc(Nc2cccc(F)c2)[nH]1,1677,1996
CC(C)CN1C(=O)C(=O)N(CC(=O)N2CCC(Cc3ccccc3)CC2)C1=O,1518,1296
Cc1ccc2cc(CN(CC3CCCO3)C(=S)NCc3ccco3)c(=O)[nH]c2c1C (centres undefined),1849,1996
Cc1[nH]c2ccccc2c1C(=O)CN1C(=O)C(=O)N(C2CCCC2)C1=O,1708,1680
O=C(/C=C/c1ccc(Br)o1)NCc1ccccc1,1742,1595
CCOc1ccc(C(=O)NCC(=O)OCc2c(C)noc2C)cc1,1550,1732
O=C(O)CCC(NC(=O)C1CCCN1C(=O)OCc1ccccc1)C(=O)O (centres undefined),1487,1688
O=C(NCCc1c[nH]c2ccccc12)C1CCN(S(=O)(=O)c2ccccc2F)CC1,1715,1948
CCCCN(CC)S(=O)(=O)c1ccc(C(=O)N=c2sc3cc(NC(C)=O)ccc3n2C)cc1,1383,1787
CC1(C)OC(=O)C(=CNCCc2ccc(O)cc2)C(=O)O1,1462,1917
Cc1ccc(NC(=O)/C=C/C(=O)O)c([N+](=O)[O-])c1,1730,1995
CCOC(=O)c1c(C)c(C(=O)NCc2ccco2)c(C)n1C,1480,1712
CCn1c(C)nc2cc(C(=O)N=Nc3c(O)[nH]c4c(C)cc(C)cc34)ccc21,1672,1580
O=C(Cc1cccs1)N/N=C/C=C/c1ccccc1,1695,1826
CN(C(=O)CCn1c(=S)oc2ccccc21)c1ccc(F)cc1,1748,1828
Cc1ccc(N(C(=O)Cn2nnc3ccccc32)C(C(=O)NCc2ccccc2)c2ccccn2)cc1 (centres undefined),1535,1673
CC(NC(=O)CC(c1ccccc1)c1cc(Cl)ccc1O)c1ccccc1 (centres undefined),1522,1740
COc1cccc(N2CCN(C3CC(=O)N(c4ccc(C)c(Cl)c4)C3=O)CC2)c1 (centres undefined),1672,1964
COc1cc(/C=C/c2ccc3cccc(OC)c3n2)c(O)c([N+](=O)[O-])c1,1566,1822
Cc1nc2ccccc2c(=O)n1/N=C1\C(=O)N(C)c2ccccc21,1572,1927
NS(=O)(=O)c1ccc(NC(=S)NNC(=O)c2cccs2)cc1,1476,1632

# (next part)
SMILES,SRC3 TRFRET art,SRC1 TRFRET art
COCCNC(=O)Cn1cc(S(=O)(=O)N2CCN(c3ccccc3F)CC2)c2ccccc2c1=O,1527,1889
Fc1ccc(CNC(=S)Nc2ccccc2Cl)cc1,1584,2051
O=C(NC(NC(=S)Nc1c(Cl)cccc1Cl)C(Cl)(Cl)Cl)OCc1ccccc1 (centres undefined),1589,1673
O=C(CCc1ccc(S(=O)(=O)NC2CCCCC2)cc1)NCc1ccccn1,1454,1877
CCCCn1ccnc1C(=O)c1cccc(S(=O)(=O)N2c3ccccc3CC2C)c1 (centres undefined),1582,1954
CCOc1ccc(CNC(=O)CCSCc2ccccc2F)cc1OC,1852,1864
COc1cc(/C=N/Nc2nc3ccccc3[nH]2)cc(Br)c1OCC(=O)N(C)C,1569,1977
N#Cc1ccc(/C=N/NC(=O)c2cc(-c3cccs3)nc3ccccc23)cc1,1508,1808
O=C(Cn1cc([N+](=O)[O-])nc1[N+](=O)[O-])N1CCN(c2ccccc2)CC1,1531,1430
Nc1ccc2oc(-c3ccccc3Cl)cc(=O)c2c1O,1442,1613
O=C(OC1CCOC1=O)c1ccc(NS(=O)(=O)c2cccs2)cc1 (centres undefined),1863,1883
Cc1ccc(OCC(=O)NC(=S)Nc2ccc3c4c(cccc24)CC3)cc1,1684,2107
COc1cccc(NC2=CC(=O)CC(C)(C)C2)c1,1419,1849
Cc1ccc(C(=O)NN2C(=O)c3ccc(S(=O)(=O)c4ccc(C(=O)O)cc4)cc3C2=O)cc1,1515,1957
COCCSc1ccccc1C(=O)N1CCN(c2ccccc2OC)CC1,1559,1678
CN(C)c1ccc(C(=O)Nc2nnc(-c3ccc(Cl)cc3)o2)cc1,1498,1939
Cc1ccc(C(=O)NCCNS(C)(=O)=O)cc1,1385,1692
COc1cc(NC(=O)C2CCCN2S(=O)(=O)c2cccc3cccnc23)cc(OC)c1OC (centres undefined),1475,1701
O=C(NCc1ccccc1)OCCN1CCN(Cc2ccccc2)CCC1=O,1571,1881
CCOc1ncccc1C(=O)OCC(=O)c1cc(OC)ccc1OC,1429,1559
CC(C)c1ccc(CN2CCN(C(=O)CCl)CC2)cc1,1533,1800
Fc1ccc(CSc2nnc(-c3cccnc3)o2)cc1,1611,1877
C=CCNCC(=O)Nc1sc2c(c1C(=O)Nc1ccc(OC)cc1OC)CCC2,1648,1793
CCOc1ccc(CC(=O)Nc2ccc(NC(=O)c3ccco3)cc2)cc1OCC,1577,1630
COc1ccccc1CN1CCN(Cc2nc(Cc3ccccc3)no2)CC1,1607,1965
COC(=O)Nc1nnc(/C=C/c2ccc(OC)cc2)s1,1619,1980
Cc1oc(/N=C/c2ccc(Cl)cc2Cl)c(C#N)c1C,1497,1873
COc1ccc(NC(=O)CN(C)S(=O)(=O)c2ccc(C)cc2)c([N+](=O)[O-])c1,1608,1464
CC1(C(=O)NCCCNc2ncc(C(F)(F)F)cc2Cl)C=CCN1C(=O)c1ccccc1 (centres undefined),1546,1760

# A portion of the library (hit frequency here may not be typical).
